CHOP inh: inhibitors of CHOP promoter induction, primary screen, cell-based, unfolded protein response, luciferase reporter; CHO-K1 CHOP-promoter luciferase, tunicamycin-induced, 15-18 h; inhibition, % at 10 µM; 220,000 compounds, 3.8% hits;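 active = compounds that reduced the stress-induced luciferase reporter signal by more than about 70% of percent inhibition, limit read from the data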;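 note: 0% = tunicamycin plus vehicle and 100% = wells without tunicamycin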
zVAD death inh: inhibitors of zVAD-triggered necroptosis, primary screen, L929 cells | L929 zVAD necroptosis rescue, ATP luminescence, 24 h; with zVAD 60 µM | viability rescue, % at 10 µM | 220,000 compounds, 0.38% hits;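 active = activation, scaled between plate controls, above about 75%, limit read from the data; inactive = activation under that limit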;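 note: 0% = zVAD with DMSO and 100% = DMSO alone without zVAD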
FXIa inh 1536: human FXIa protease inhibitors, primary screen, biochemical, 1536-well. 220,000 compounds, 0.14% hits. inhibition, % at 5 µM. AID 798, 2007. purified FXIa, Boc-Glu-Ala-Arg-AMC fluorogenic substrate. Coagulation factor XI (Homo sapiens), P03951;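 active = inhibition of at least 40%; inactive = inhibition below 40%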;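 note: fluorescence of freed AMC excited at 355 nm; 0% = enzyme without compound and 100% = no enzyme blank; many of its hits are not listed in these tables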
TbHK1 inh: Trypanosoma brucei hexokinase 1 inhibitors, primary screen, biochemical, G6PDH-coupled NADH absorbance, MLSCN library. hexokinase 1 [Trypanosoma brucei]. recombinant TbHK1, G6PDH-coupled NADH A340. inhibition, % at 10 µM. 220,000 compounds, 0.11% hits;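 active = inhibition of 50% or more in the single-dose primary screen; inactive = inhibition below 50%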
EP2 antag: human EP2 receptor antagonists, primary screen, TR-FRET cAMP, C6 glioma cells | Prostaglandin E2 receptor EP2 subtype (Homo sapiens), P43116 | 260,000 compounds, 0.52% hits | AID 1422, 2008 | inhibition, % at 25 µM | C6 glioma cells expressing human EP2; cells stimulated with saturating PGE2;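 active = percent inhibition above 40 after rounding to a whole number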;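 note: rat C6 glioma host cells with rolipram phosphodiesterase inhibitor present; the protocol text gives 20 µM as final concentration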
Target sequence (P43116 whole entry, looked up): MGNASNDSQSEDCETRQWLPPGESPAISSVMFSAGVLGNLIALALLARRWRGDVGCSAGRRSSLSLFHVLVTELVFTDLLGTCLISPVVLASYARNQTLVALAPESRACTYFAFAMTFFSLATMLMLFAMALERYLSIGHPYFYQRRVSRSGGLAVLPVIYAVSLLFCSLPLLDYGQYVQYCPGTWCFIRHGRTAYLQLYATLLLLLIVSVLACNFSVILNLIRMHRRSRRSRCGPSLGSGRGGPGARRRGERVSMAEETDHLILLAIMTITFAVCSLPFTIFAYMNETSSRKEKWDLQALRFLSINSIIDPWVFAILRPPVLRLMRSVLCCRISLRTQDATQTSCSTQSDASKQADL
TNF necrop inh: inhibitors of TNF-alpha triggered necroptosis, primary screen, cell-based, Jurkat FADD-/-, single concentration | AID 463075, 2010 | activation (protection from cell death), % at 10 µM | 220,000 compounds, 0.068% hits | Jurkat FADD-/- TNF necroptosis rescue, ATP luminescence, 24 h; 0 = TNF only, 100 = no-TNF cells;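 active = activation, meaning protection from cell death, of at least 50% relative to plate controls; inactive = activation below 50%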;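 note: necroptosis triggered by 40 ng/mL TNF-alpha added together with compound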
Wee1 stabilizer: Wee1 degradation inhibitors, primary screen, cell-based, HeLa, Wee1K328M-luciferase, luminescence; AID 1321, 2008; reporter increase, % at 5 µM; HeLa Luc-Wee1K328M stability; 100% = proteasome inhibitor MG132 effect; Wee1-like protein kinase (Homo sapiens), P30291; 220,000 compounds, 1.2% hits;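 active = activation above the mean of all tested compounds plus 3 SD, set per screening run, cut at about 8.8% in these data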;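 note: cells exposed to compound for 20 h before luminescence read; 0% = DMSO alone and 100% = MG132 at 30 µM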
PPC-1+TRAIL kill: compounds killing PPC-1 cancer cells with TRAIL present, primary screen, TRAIL potentiator project, ATPLite luminescence, uHTS. AID 1443, 2008. 220,000 compounds, 0.41% hits. PPC-1 cells + TRAIL, ATPLite viability luminescence. cell killing (% activity), % at 4 µM;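 active = cell killing above 50% in the first pass at 4 µM, then a duplicate retest at 5 µM averaging 50% or more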;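 note: plate controls were cells with TRAIL plus DMSO for no effect and medium-only wells lacking cells for full effect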
FXIIa inh 1536: human FXIIa protease inhibitors, primary screen, biochemical, 1536-well | Coagulation factor XII (Homo sapiens), P00748 | purified FXIIa, Boc-QGR-AMC fluorogenic substrate, 2 h | inhibition, % at 5 µM | 220,000 compounds, 0.3% hits | AID 800, 2007; in the data active = inhibition above about 40%;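 note: 0% = enzyme with no compound and 100% = blank without enzyme; many of its hits are not listed in these tables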
Target sequence (P00748 20-372 limits assumed): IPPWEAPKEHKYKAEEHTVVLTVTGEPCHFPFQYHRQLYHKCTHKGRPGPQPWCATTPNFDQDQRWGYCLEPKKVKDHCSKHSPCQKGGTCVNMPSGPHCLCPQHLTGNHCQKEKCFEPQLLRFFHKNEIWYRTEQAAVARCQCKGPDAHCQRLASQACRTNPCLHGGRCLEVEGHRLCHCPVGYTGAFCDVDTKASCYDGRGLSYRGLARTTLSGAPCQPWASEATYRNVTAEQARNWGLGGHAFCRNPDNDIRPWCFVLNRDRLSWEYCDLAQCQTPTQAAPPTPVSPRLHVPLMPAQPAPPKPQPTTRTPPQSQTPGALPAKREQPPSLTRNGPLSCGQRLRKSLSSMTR
Target sequence (P00748 373-615 limits assumed): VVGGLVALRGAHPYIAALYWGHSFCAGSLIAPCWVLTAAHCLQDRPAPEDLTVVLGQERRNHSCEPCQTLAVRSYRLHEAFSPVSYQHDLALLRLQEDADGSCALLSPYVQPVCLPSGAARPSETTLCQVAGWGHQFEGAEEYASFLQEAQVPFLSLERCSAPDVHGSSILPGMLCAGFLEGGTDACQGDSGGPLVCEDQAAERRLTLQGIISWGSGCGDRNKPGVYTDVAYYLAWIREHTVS
An asterisk follows results filed as active; nt = no result given; & = joins results of further samples. Only part of the results is shown, so the mix of outcomes need not match the whole.

SMILES	CHOP inh	zVAD death inh	FXIa inh 1536	TbHK1 inh	EP2 antag	TNF necrop inh	Wee1 stabilizer	PPC-1+TRAIL kill	FXIIa inh 1536
O=C(CCN(CCO)Cc1ccccc1)Nc1ccc(Br)cc1	-9.2	0.2	4.5	6.9	8.2	2.6	2.8	7.2	5.0
Cn1c(SCc2nc3ccccc3[nH]2)nnc1-c1cccnc1	16.5	2.5	4.7	0.1	8.2	0.7	1.8	4.2	15.3
CC(C)CN(C(=O)c1cc2ccccc2o1)c1c(N)n(CC(C)C)c(=O)[nH]c1=O	-8.3	0.6	4.3	-2.7	7.7	0.0	0.4	-3.6	1.8
CCOC(=O)c1c(NC(C)=O)sc2c1CCCNC2=O	11.2	0.2	12.4	-2.1	5.0	-2.9	-0.5	-3.8	21.7
Cc1cc(F)ccc1S(=O)(=O)Nc1ncnc2sc3c(c12)CCC3	-0.9	-3.2	41.1*	12.4	2.5	-0.5	-4.1	-18.2	23.3
CCOC(=O)N1CCC(NC(=O)C2CCCN(S(=O)(=O)c3cccc4nsnc34)C2)CC1 (stereo not given)	3.5	-0.2	12.8	-4.2	17.1	-1.6	0.4	5.4	21.7
Cc1ccc(-c2ccc(C(=O)O)[nH]2)cc1	-5.3	0.6	9.4	-3.0	2.3&16.0	0.0	-1.8	-5.7	28.8
CCOC(=O)CNc1ccc2c(c1)OCO2	-21.2	-0.2	19.9	-4.5	3.5	1.5	2.7	34.6	25.2
COc1cccc(-c2cc(C(=O)NCCCn3ccnc3)no2)c1	32.8	0.0	3.2	-4.7	9.4	-2.2	4.6	-1.7	17.0
O=C1CC(c2ccccc2)CC(O)=C1C=Nc1ccccc1 (stereo not given)	59.5	-2.1	-1.7	-27.8	6.0	-2.3	1.2	17.1	5.3
Cc1ccc(NC(=O)C(=O)NCCN2CCN(S(C)(=O)=O)CC2)cc1	-5.1	0.8	-3.7	2.5	7.2	0.0	5.1	11.5	1.6
Clc1ccccc1SCc1nc2ccccc2[nH]1	38.3	0.0	-3.2	-1.3	6.9	13.8	0.5	7.1	11.2
COc1cc2c(cc1OC)CN(C(=O)c1cccc([N+](=O)[O-])c1)CC2	7.3	-0.2	-1.6	-12.8	5.5	1.2	10.1*	-8.3	7.7
O=C(Cn1nnc(-c2ccccc2F)n1)NCCc1ccccc1	-14.6	1.4	10.9	0.6	12.8	1.1	-3.0	-7.2	16.1
O=C(CN1CCCCC1)n1c2ccccc2c2ccccc21	6.4	3.5	-1.6	-4.9	8.8	4.1	0.6	2.1	2.5
Fc1ccccc1CNC(=S)Nc1cccc(C(F)(F)F)c1	50.6	0.6	4.2	7.9	8.3	1.3	-3.4	-6.0	5.6
Cn1c(SCn2nnc3ccccc3c2=O)nc2ccccc2c1=O	36.1	-0.5	3.4	2.6	14.4	1.1	-1.5	25.3	3.9
CN(c1ccccc1)C(c1ccc(F)cc1)c1nnnn1CC1CCCO1 (stereo not given)	25.8	0.5	-0.6	-1.8	5.5	-0.6	2.3	1.5	2.2
Cc1nc2ncnn2c(C)c1CCC(=O)NC(C)CCc1ccco1 (stereo not given)	-11.8	-0.2	-6.2	7.1	4.7	-2.8	0.8	14.5	-2.2
COc1ccc2oc(/C=C/N(C)C)c(C(=O)c3ccc(Cl)cc3)c2c1	68.8	-0.2	23.5	-15.3	7.3	-14.0	-1.0	22.7	24.8
O=C1NCC(CN(c2ccccc2)c2ccccc2)O1 (stereo not given)	18.6	0.0	-1.2	-4.6	6.6	-1.7	1.6	25.2	11.0
COc1ccccc1NC(=O)N(C1CCCC1)C1CCN(C(C)=O)CC1	-7.7	0.5	6.1	4.0	12.8	-1.9	-2.6	25.1	13.7
Cc1nn2c3c(cnc2c1-c1ccccc1)C(=O)CC(c1ccco1)C3 (stereo not given)	-13.4	0.6	9.7	0.0	7.9	-0.6	0.6	-0.2	16.3
O=C(NCCc1ccccc1)c1oc2ccccc2c1COc1ccccc1	50.0	0.4	3.3	28.3	6.7	2.5	-2.2	32.0	3.1
CCOC(=O)/C=C/C(=O)OCC(=O)Nc1ccc(OC)c(Cl)c1	8.6	0.4	3.3	-4.6	8.2	1.9	-2.7	-8.2	11.4
CC(C)c1nc2oc3ccccc3c(=O)c2c(=O)n1-c1ccccc1	-33.7	0.1	-6.9	5.5	8.8	0.5	6.1	18.0	0.9
CNC(=O)NC(=O)CSc1nnc(-c2ccc(F)cc2)n1CC1CCCO1 (stereo not given)	-31.6	1.1	-0.8	-2.1	7.7	-0.3	-0.6	11.5	7.8
C=CCNC(=O)/C(C#N)=C\c1cc(Cl)c(OCC)c(OC)c1	-2.7	0.1	-6.9	-18.4	10.4	0.9	-1.1	17.7	3.5
Nc1ncc([N+](=O)[O-])cc1Br	1.9	0.8	4.4	-72.7	2.5	0.7	-2.0	3.4	9.9
O=C(CSc1nnc(CCCN2C(=O)c3cccc4cccc(c34)C2=O)n1-c1ccccc1)NCCCO	0.3	-0.3	6.1	-22.3	3.3	0.3	1.1	3.5	10.1

An excerpt from above in order of their number in Wee1 stabilizer, descending.
Molecule	CHOP inh	FXIa inh 1536	TbHK1 inh	Wee1 stabilizer	FXIIa inh 1536
O=C1NCC(CN(c2ccccc2)c2ccccc2)O1 (stereo not given)	18.6	-1.2	-4.6	1.6	11.0
Cc1nn2c3c(cnc2c1-c1ccccc1)C(=O)CC(c1ccco1)C3 (stereo not given)	-13.4	9.7	0.0	0.6	16.3
COc1ccc2oc(/C=C/N(C)C)c(C(=O)c3ccc(Cl)cc3)c2c1	68.8	23.5	-15.3	-1.0	24.8
Cn1c(SCn2nnc3ccccc3c2=O)nc2ccccc2c1=O	36.1	3.4	2.6	-1.5	3.9
O=C(NCCc1ccccc1)c1oc2ccccc2c1COc1ccccc1	50.0	3.3	28.3	-2.2	3.1
CCOC(=O)/C=C/C(=O)OCC(=O)Nc1ccc(OC)c(Cl)c1	8.6	3.3	-4.6	-2.7	11.4

Continued.
SMILES	CHOP inh	zVAD death inh	FXIa inh 1536	TbHK1 inh	EP2 antag	TNF necrop inh	Wee1 stabilizer	PPC-1+TRAIL kill	FXIIa inh 1536
Cc1ccc(NP(=O)(c2ccc(N(C)C)cc2NC(=O)c2cccs2)N2CCOCC2)cc1 (stereo not given)	4.4	-0.3	0.5	-4.9	11.9	1.5	-0.6	25.3	8.8
COC(=O)c1ccc(NC(=O)Nc2ccccc2F)cc1	-10.7	23.1	0.3	1.7	13.9	-0.1	6.7	46.1	1.4
CCCc1nc2oc3ccccc3c(=O)c2c(=O)n1CCCOC	-7.1	-0.7	-4.6	-4.0	4.7	-0.4	0.1	8.7	6.3
CC(=O)c1ccc(Nc2nc(NCCO)nc(OC(C(F)(F)F)C(F)(F)F)n2)cc1	4.3	0.4	-10.1	-10.7	3.2	-1.7	3.5	17.1	0.1
Cc1cc(C)n(CC(O)COc2ccc3ccccc3c2)n1 (stereo not given)	-8.5	3.9	-4.9	2.8	9.8&9.3	0.8	-1.5	-7.6	3.8
O=C(NCc1ccco1)c1cc(-c2cccc(Cl)c2)on1	26.8	2.4	7.7	-3.1	4.4	3.0	-0.8	-3.9	-5.1
N#CC1=C(N)N(c2ccccc2C#N)C2=C(C(=O)CCC2)C1c1ccsc1 (stereo not given)	-5.5	0.6	-5.6	-7.2	13.2	-0.1	2.6	-2.8	3.3
COc1ccc(-c2[nH]ncc2N=Nc2ccccc2)cc1	73.0*	10.3	0.8	-15.2	4.9	-7.9	-1.9	3.6	4.4
O=C1CC(c2cccc(Cl)c2)CC(O)=C1C=Nc1ccccc1 (stereo not given)	41.5	-0.2	11.8	-3.4	9.9	-6.4	-3.5	4.1	18.2
O=C(NC(c1ccccc1)c1ccccn1)c1cccc([N+](=O)[O-])c1 (stereo not given)	6.4	1.4	-6.0	-18.1	7.0	0.0	-3.1	4.5	-2.0
NS(=O)(=O)c1ccc(NC(=S)NCc2cccc(Cl)c2)cc1	-2.2	0.5	2.0	0.7	12.9	-0.4	-0.3	-0.2	7.8
CC(c1ccc(F)cc1)n1cc(C(=O)NCCN(C)C)nn1 (stereo not given)	18.5	32.8	-2.3	3.6	4.0	-0.6	-0.6	2.0	4.5
COn1c(SC2CCCCC2)nc2ccccc2c1=O	83.2*	0.2	9.6	1.2	6.4	-0.7	0.2	-7.0	18.7
COc1ccc(/C(C)=N/NC(=O)CNC(=O)C2COc3ccccc3O2)c(OC)c1 (stereo not given)	-18.4	-0.3	28.4	-9.0	8.8	-0.8	-2.1	7.0	33.8
CCOC(=O)c1c(NC(=O)C2C3C=CC(C3)C2C(=O)O)sc2c1CC(C)(C)OC2 (stereo not given)	-6.5	0.1	-1.2	-14.8	11.4	1.2	-3.1	39.8	3.5
CN(CC(=O)N1CCCCC1)S(=O)(=O)c1ccc(Cl)cc1	0.2	1.7	-5.7	-4.3	3.1	-0.1	-1.4	14.2	5.3
CCOC(=O)c1sc(N)nc1C(C)(C)C	-4.8	-0.3	0.8	7.4	12.9	-2.7	-2.7	-3.5	12.1
CCOC(=O)CN(C(=O)COc1nc(-c2ccccc2)cc(C)c1C#N)c1ccccc1C	14.0	0.4	-2.4	-14.5	4.7	-6.7	1.4	17.1	12.6
C=CCNC(=O)c1c(N)n(-c2ccc3c(c2)OCO3)c2nc3ccccc3nc12	7.6	-0.1	-9.2	-3.1	8.4	-3.4	-0.7	13.1	-5.5
Cc1c(Cl)cccc1N1C(=O)CC(NNC(=O)c2cccnc2)C1=O (stereo not given)	-4.4	1.2	4.8	3.6	6.1	0.9	0.2	8.0	12.0
Brc1ccccc1-c1nnc(CSc2nnc3sc4ccccc4n23)o1	-27.0	-0.5	-6.7	-5.8	2.2	1.1	-0.7	4.0	15.1
Cc1ccc(/C(=N\O)c2oc3c(C)c4oc(=O)cc(C)c4cc3c2C)cc1	28.4	nt	7.0	-20.2	nt	-0.6	2.1	11.6	12.6
CCNC(=O)/N=C1/NC(=O)C(C(C)C)O1 (stereo not given)	13.7	-0.3	9.6	-2.2	8.9	-2.0	0.4	-12.7	21.0
N=C1C(c2ccccc2)=C(O)CN1c1cccc(S(=O)(=O)N2CCCCC2)c1	-2.1	-0.1	0.3	1.6	5.9	1.4	-0.1	-6.5	9.9
O=C1CSC(c2ccccc2F)N1CCN1CCCCC1 (stereo not given)	6.0	0.1	0.6	-4.9	2.6	-0.3	-1.4	-1.3	8.2
COc1cc2c(cc1OC)C(c1ccccc1O)N(C1CC(=O)N(c3ccccc3)C1=O)CC2 (stereo not given)	-15.1	-0.1	5.8	-1.3	nt	-1.2	-1.1	6.7	6.0
Cc1ccc(OCC(=O)Nc2ccc([N+](=O)[O-])cn2)cc1C	nt	0.6	nt	-4.5	8.9	4.1	1.3	nt	nt

A different layout for part of the listing above:
canonical_smiles | CHOP inh | zVAD death inh | FXIa inh 1536 | TbHK1 inh | EP2 antag | TNF necrop inh | Wee1 stabilizer | PPC-1+TRAIL kill | FXIIa inh 1536
Fc1ccccc1CNC(=S)Nc1cccc(C(F)(F)F)c1 | 50.6 | 0.6 | 4.2 | 7.9 | 8.3 | 1.3 | -3.4 | -6.0 | 5.6
Cn1c(SCn2nnc3ccccc3c2=O)nc2ccccc2c1=O | 36.1 | -0.5 | 3.4 | 2.6 | 14.4 | 1.1 | -1.5 | 25.3 | 3.9
